PREPL inhibitor: inhibits the human prolyl oligopeptidase-like enzyme. recombinant PREPL, fluorescence polarization activity-based probe. inhibition, % at 5.96 µM. AID 2751. 0.68% of 320,000 active. Q4J6C6; in the data active means inhibition above about 43%;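 further: 0% = enzyme with DMSO and 100% = wells lacking enzyme; many of its hits are not listed in these tables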
LYPLA1 counter: counter-screen for PME1 inhibitors: inhibitors of human LYPLA1; O75608; recombinant LYPLA1, FP-Rh probe fluorescence polarization; inhibition, % at 5.9 µM; 0.16% of 320,000 active;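 active means inhibition above the mean of all tested compounds plus 3 SD, set per campaign, cut at about 14% in these data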;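 further: inhibitors block serine hydrolase probe labeling of LYPLA1 so polarization falls; 0% = enzyme with DMSO and 100% = wells lacking LYPLA1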
Target sequence (O75608 whole entry, looked up): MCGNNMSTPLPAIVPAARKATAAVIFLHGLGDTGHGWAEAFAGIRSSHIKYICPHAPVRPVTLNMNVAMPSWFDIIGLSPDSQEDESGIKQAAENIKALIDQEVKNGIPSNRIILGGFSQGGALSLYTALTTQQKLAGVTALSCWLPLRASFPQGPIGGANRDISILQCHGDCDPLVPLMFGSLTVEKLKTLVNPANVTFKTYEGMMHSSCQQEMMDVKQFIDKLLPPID
PAD4 FP inh: blocks human protein arginine deiminase 4. inhibition, % at 6.36 µM. Q9UM07. recombinant PAD4, RCA probe fluorescence polarization. 0.41% of 330,000 active;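 active means percent inhibition above a cutoff equal to the mean of all tested compounds plus 3 SD, cut at about 15% in these data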;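 further: 0% = PAD4 with RCA probe and DMSO and 100% = probe without PAD4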
GSTO1 counter: GSTO1 inhibition, counter-screen for RBBP9 inhibitors; P78417; recombinant GSTO1, activity-based probe fluorescence polarization; inhibition, % at 5.96 µM; 1.1% of 300,000 active; AID 1974;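 active means inhibition above the campaign mean inhibition plus 3 SD, cut at about 35% in these data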;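 further: 0% = GSTO1-1 with DMSO and 100% = wells lacking GSTO1-1 enzyme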
Target sequence (P78417 whole entry, looked up): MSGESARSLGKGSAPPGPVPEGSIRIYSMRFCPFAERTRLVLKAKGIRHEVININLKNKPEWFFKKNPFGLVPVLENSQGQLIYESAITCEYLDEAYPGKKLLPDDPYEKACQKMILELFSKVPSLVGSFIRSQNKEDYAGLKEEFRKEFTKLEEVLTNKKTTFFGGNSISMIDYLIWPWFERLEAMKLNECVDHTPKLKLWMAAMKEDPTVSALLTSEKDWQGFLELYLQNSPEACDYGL
PAFAH1B2 inh: PAFAH1B2 (human) inhibition; recombinant PAFAH1B2, FP-rhodamine activity probe, fluorescence polarization; 1.2% of 340,000 active; inhibition, % at 3.39 µM; P68402; AID 492953;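 active means inhibition above the mean of all tested compounds plus 3 SD, cut at about 24% in these data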;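 further: 0% = enzyme with DMSO and 100% = wells lacking PAFAH1B2; many of its hits are not listed in these tables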
Target sequence (P68402 whole entry, looked up): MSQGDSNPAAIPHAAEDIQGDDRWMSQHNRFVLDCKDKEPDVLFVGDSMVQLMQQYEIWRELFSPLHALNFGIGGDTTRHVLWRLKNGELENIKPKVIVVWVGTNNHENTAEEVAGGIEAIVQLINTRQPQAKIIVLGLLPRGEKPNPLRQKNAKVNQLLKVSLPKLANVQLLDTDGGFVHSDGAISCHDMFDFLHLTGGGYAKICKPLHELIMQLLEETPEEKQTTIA
PAFAH1B3 inh: inhibitors of human PAFAH1B3. 0.28% of 340,000 active. inhibition, % at 3.39 µM. AID 492972. Q15102. recombinant PAFAH1B3, FP-rhodamine probe, fluorescence polarization;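 active means inhibition above the screen-wide average of all tested compounds plus 3 SD, cut at about 25% in these data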;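 further: 0% = enzyme with DMSO only and 100% = wells lacking PAFAH1B3 protein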
pPAFAH FP inh: inhibitors of human plasma PAF acetylhydrolase (pPAFAH); inhibition, % at 3.39 µM; recombinant pPAFAH, FP-rhodamine probe fluorescence polarization; AID 463082; 1.5% of 330,000 active; Q13093;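 active means inhibition above the mean inhibition across the screen plus 3 SD, cut at about 25% in these data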;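 further: inhibitors block binding of the rhodamine activity-based probe so polarization drops; 0% = enzyme with DMSO and 100% = wells lacking pPAFAH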
PAFAH2 inh: PAFAH2 (human) inhibition; Q99487; recombinant PAFAH2, FP-rhodamine activity probe, fluorescence polarization; inhibition, % at 3.39 µM; 0.99% of 340,000 active;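 active means inhibition above the mean over all tested compounds plus 3 SD, cut at about 30% in these data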;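 further: inhibitors block probe labeling of enzyme so polarization drops; 0% = enzyme with DMSO and 100% = wells lacking PAFAH2 protein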
LYPLA2 counter: LYPLA2 (human) inhibition in PME1 counter-screen; O95372; recombinant LYPLA2, FP-Rh probe fluorescence polarization; inhibition, % at 5.9 µM; 0.38% of 320,000 active; AID 2177;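 active means inhibition above the screen-wide mean plus 3 SD, limit set per campaign, cut at about 26% in these data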;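 further: 0% = LYPLA2 with DMSO and 100% = wells lacking LYPLA2 enzyme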
Target sequence (O95372 whole entry, looked up): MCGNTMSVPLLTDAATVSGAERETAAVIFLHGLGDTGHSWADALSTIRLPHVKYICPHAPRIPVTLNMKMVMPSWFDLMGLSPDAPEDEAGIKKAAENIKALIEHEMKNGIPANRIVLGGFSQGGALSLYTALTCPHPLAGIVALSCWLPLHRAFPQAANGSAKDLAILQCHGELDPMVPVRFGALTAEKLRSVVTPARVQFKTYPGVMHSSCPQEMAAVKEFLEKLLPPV
The depositor's hits bear a star; / = no result given. Not all compounds are listed, so the mix of outcomes need not match the whole.

structure	PAFAH1B2 inh	PAFAH2 inh	PAFAH1B3 inh	LYPLA2 counter	GSTO1 counter	LYPLA1 counter	PAD4 FP inh	PREPL inhibitor	pPAFAH FP inh
Cc1ccc(C(=O)N2N=C(c3ccccc3O)CC2c2ccccc2)cc1 (configuration not stated)	2	1	0	-5	1	-2	3	0	6
COc1ccc(C)cc1Nc1c2c(nc3ccccc13)CCC2	4	-1	7	-2	8	-3	-6	19	8
COc1ccc(CCNc2cc(N3CCN(C(=O)c4ccccc4F)CC3)ccc2[N+](=O)[O-])cc1OC	0	-7	2	-6	2	3	-5	13	2
Cc1c(C(=O)NCc2ccco2)oc2ccccc12	4	8	18	1	2	0	-6	-12	4
Cc1cc(C(=O)CSc2nnc(NCc3ccccc3)s2)c(C)n1C	3	-1	5	7	-9	4	-1	3	12
Cc1cc(Cl)ccc1OCC(=O)Nn1c(C)ccc1C	-2	-14	-3	-1	6	-3	-5	4	7
Cc1ccc(-n2nnc3c(=O)n(CC(=O)NCC4CCCO4)cnc32)cc1 (configuration not stated)	-3	-8	9	6	-1	-1	1	10	-3
CN(C)S(=O)(=O)c1ccc(=S)[nH]c1	1	-4	3	-5	0	0	-4	11	3
CC1(C)CC(NC(=O)Cc2ccc(Cl)cc2)CC(C)(C)N1	2	15	5	-1	2	-1	2	12	-1
CC(=O)Nc1cccc(Oc2nc(C(F)(F)F)nc3ccccc23)c1	3	-4	3	-2	-4	-2	-1	6	1
O=C(c1ccc(OC2CCN(C/C=C/c3ccccc3)CC2)cc1)N1CCCCC1	8	3	-3	-4	1	-4	-2	-2	5
C/C(CCC(C)C)=N\Nc1ccc(S(N)(=O)=O)cc1[N+](=O)[O-]	0	-3	-5	-1	-4	-2	-1	15	6
O=C(CCc1ccc(O)c(O)c1)N/N=C/c1ccc2c(c1)OCO2	2	9	7	-6	44*	-5	4	18	21
Cc1ccc(S(=O)(=O)N2CCN(C(C)C(=O)NCC(C)c3ccccc3)CC2)cc1 (configuration not stated)	29*	-3	1	/	/	/	-1	20	-4
COc1ccc(C(=O)Nc2c(C(C)(C)C)nn(C)c2C(C)(C)C)cc1	0	-2	9	-3	4	-4	-4	1	-1
FC(F)(F)c1cc(-c2ccc3c(c2)OCO3)nc(NCc2ccco2)n1	-3	6	-1	-5	-2	-5	-2	-6	5
O=C(CCS(=O)(=O)c1ccccc1)Nc1ccc2c(c1)OCO2	4	-2	-4	9	-4	4	-3	-10	9
Cc1csc(=O)n1CC(=O)OCC(=O)NNC(=O)c1ccccc1	3	-4	1	-1	2	-3	1	5	1
COc1cccc(/C=C2\SC(=S)N(NC(=O)c3ccncc3)C2=O)c1	1	9	1	8	1	-3	-3	2	4
CC[C@@]1(C(=O)OC)N[C@H](CN(C)C(C)=O)[C@@H]2C(=O)N(C)C(=O)[C@@H]21	2	5	7	/	/	/	-3	0	2
Cc1ccc(C)c(N(CC(=O)NC2CCCCC2)C(=O)c2snc(C(N)=O)c2N)c1	4	8	8	-4	7	-1	0	-5	7
CC(C)c1ccccc1N=C1SCCN1C1CCS(=O)(=O)C1 (configuration not stated)	3	-5	-3	0	-1	2	2	-4	2
CCCCCC(=O)Nc1ccc(N2CCN(C(=O)c3ccccc3)CC2)cc1	0	4	5	6	-2	5	-1	15	0
O=C(c1ccc2c(=O)n3c(nc2c1)CCC3)N1CCCSC1=Nc1ccccc1	-6	-8	7	-7	5	-2	-3	0	1
CCOC(=O)c1c(NC(C)=O)no[n+]1[O-]	5	0	9	4	1	-2	0	4	1
CC(NC(=O)C1CCCCC1)C(=O)NC1=NCCS1 (configuration not stated)	5	0	14	4	12	-1	0	16	-4
CCn1c2ccccc2c2cc(CNCc3ccc(OC)cc3OC)ccc21	11	8	22	-1	6	5	2	49*	1
CCCc1ccc(OCCNC(=O)CC)cc1	4	3	0	0	3	2	3	7	5
COc1cccc(/C=N/n2c(=O)[nH]c3ccccc32)c1OC	-3	0	7	1	-5	-1	3	2	3
CCCCn1c(NCc2ccc(N(C)C)cc2)nc2ccccc21	0	6	2	2	6	0	3	24	7
CS(=O)(=O)N1CCC(C(=O)NNC(=O)Nc2ccc(F)c(Cl)c2)CC1	-2	2	10	5	2	-4	-3	12	1
CCOC(=O)c1c(C)[nH]c(C)c1S(=O)(=O)NCCCN1CCOCC1	2	0	2	-2	9	-2	-2	-7	5
O=C(CSc1ncn[nH]1)Nc1ccc(S(=O)(=O)N2CCCC2)cc1	-3	1	2	5	-4	-1	-1	-1	4
O=C(Nc1ccc(CN2CCOCC2)cc1)c1ccc(-c2cccc([N+](=O)[O-])c2)o1	5	-3	5	1	-11	0	0	24	8
O=C(C1=C[C@H](c2ccc(C(F)(F)F)cc2)C[C@H](OCCCCO)O1)N1CCOCC1	-1	-1	7	5	3	2	7	12	4
COc1ccc2nc(NC(=O)CN3CCN(C)CC3)sc2c1	8	-3	6	1	0	-2	-4	11	-1
COc1ccccc1NC(=O)Cn1c(=O)sc2ccccc21	8	-4	0	4	-5	-2	-3	7	1
COc1ccc(CNC(=O)COC(=O)CCOc2ccc(C)cc2)cc1	5	-1	-4	4	0	1	-3	-1	21
NS(=O)(=O)c1cccc(NC(=O)CSc2nn(-c3ccccc3)c(=S)s2)c1	14	-1	-1	-5	-3	-5	-4	2	6
CCC(Sc1ccccn1)C(=O)Nc1cccc([N+](=O)[O-])c1 (configuration not stated)	6	1	6	3	2	0	-4	3	7
CC(=O)Oc1ccc2occ(/C=N/c3cc(=O)[nH]c(=S)[nH]3)c(=O)c2c1	2	5	-7	-1	73*	-2	6	8	12
O=[N+]([O-])c1ccccc1NCCNc1ncc(C(F)(F)F)cc1Cl	3	6	3	6	-7	4	-2	1	5
CC(C)(C)NS(=O)(=O)c1ccc(NC(=O)C2CCCCC2)cc1	-1	3	-5	4	-1	1	0	-1	-4
Cc1cc(N2CCCC2)ccc1NC(=O)CN1C(=O)NC(C)(c2ccccc2)C1=O (configuration not stated)	3	8	8	-4	-2	2	-4	16	0
CCN(CC(=O)Nc1ccc(OC)cc1)C(=O)c1ccc(Cl)c(S(=O)(=O)N2CCCC2)c1	-9	1	-2	3	/	-1	-2	13	-1
O=C(Cc1c(F)cccc1Cl)NNC(=O)c1ccncc1	4	0	-4	-4	/	-5	-4	15	-12
O=C(Nc1ccc2c(c1)OCO2)c1cnn2c(C(F)(F)F)cc(-c3ccco3)nc12	5	0	9	-1	0	-2	1	11	5
Cc1ccc(NC2=NC(c3ccc(C)cc3)n3c(nc(C)cc3=O)N2)cc1 (configuration not stated)	-1	12	12	-3	-12	-7	-2	8	-9
COc1cccc(C2c3[nH]c4ccccc4c3CCN2C(=O)Cn2cncn2)c1OC (configuration not stated)	-1	5	7	-6	7	1	-9	0	0
CN(Cc1nc(-c2ccc(C(F)(F)F)cc2)no1)C1CCOCC1	1	-11	7	0	0	0	4	-1	2

The list goes on.
structure	PAFAH1B2 inh	PAFAH2 inh	PAFAH1B3 inh	LYPLA2 counter	GSTO1 counter	LYPLA1 counter	PAD4 FP inh	PREPL inhibitor	pPAFAH FP inh
CCN1CCN(C(=O)CCS(=O)(=O)c2cc3c(cc2Cl)NC(=O)CO3)CC1	1	2	-2	-1	7	1	4	23	-1
Nc1nc(SCC(=O)N2CCN(c3ccccc3)CC2)n[nH]1	-1	2	0	1	2	3	-2	15	6
Cc1ccc(C)c(NC(=O)CSc2nnc(NC(=O)C3CC3)s2)c1	-3	-9	-5	5	3	1	1	3	3
COc1ccc(C(c2c(C)[nH]n(C(N)=S)c2=O)C(C#N)C#N)cc1 (configuration not stated)	2	0	-1	-6	12	-1	1	0	-1
O=C(Cn1cc([N+](=O)[O-])cn1)Nc1nccs1	1	6	3	-3	-10	-1	3	-2	2
CN1CCN(C2Cc3ccccc3Sc3cc(C(F)(F)F)ccc32)CC1 (configuration not stated)	/	/	/	-4	-1	-2	-1	-21	5
Cc1nc2ccc([N+](=O)[O-])cc2c(=O)n1Cc1ccc(Br)cc1	-3	1	7	2	2	2	4	7	3
CCCCN(CC)Cc1c(O)ccc2c3c(c(=O)oc12)CCC3	2	4	3	7	-3	3	-2	-6	5
Fc1ccccc1C(c1nnnn1Cc1ccc2c(c1)OCO2)N1CCN(Cc2ccccc2)CC1 (configuration not stated)	5	-1	7	4	3	-3	-2	15	-4
CC(NC(=O)c1ccco1)c1ccc2c(c1)OCCO2 (configuration not stated)	0	5	10	1	0	-1	-5	-5	-2
CCCCN(C(=O)c1ccc(C)cc1)c1c(N)n(CCC)c(=O)[nH]c1=O	6	-3	1	-4	0	-1	-4	1	5
Cn1c(SCC(=O)NC(=O)NCc2ccccc2)nnc1C(F)(F)F	3	3	4	-2	/	-1	0	1	1
CCCNS(=O)(=O)c1ccc(CCC(=O)Nc2ccc3c(c2)OCCO3)cc1	7	-3	7	8	0	1	3	0	6

13 neighbouring entries already listed, for reference:
structure	PAFAH1B2 inh	PAFAH2 inh	PAFAH1B3 inh	LYPLA2 counter	GSTO1 counter	LYPLA1 counter	PAD4 FP inh	PREPL inhibitor	pPAFAH FP inh
CS(=O)(=O)N1CCC(C(=O)NNC(=O)Nc2ccc(F)c(Cl)c2)CC1	-2	2	10	5	2	-4	-3	12	1
CCOC(=O)c1c(C)[nH]c(C)c1S(=O)(=O)NCCCN1CCOCC1	2	0	2	-2	9	-2	-2	-7	5
O=C(CSc1ncn[nH]1)Nc1ccc(S(=O)(=O)N2CCCC2)cc1	-3	1	2	5	-4	-1	-1	-1	4
O=C(Nc1ccc(CN2CCOCC2)cc1)c1ccc(-c2cccc([N+](=O)[O-])c2)o1	5	-3	5	1	-11	0	0	24	8
O=C(C1=C[C@H](c2ccc(C(F)(F)F)cc2)C[C@H](OCCCCO)O1)N1CCOCC1	-1	-1	7	5	3	2	7	12	4
COc1ccc2nc(NC(=O)CN3CCN(C)CC3)sc2c1	8	-3	6	1	0	-2	-4	11	-1
COc1ccccc1NC(=O)Cn1c(=O)sc2ccccc21	8	-4	0	4	-5	-2	-3	7	1
COc1ccc(CNC(=O)COC(=O)CCOc2ccc(C)cc2)cc1	5	-1	-4	4	0	1	-3	-1	21
NS(=O)(=O)c1cccc(NC(=O)CSc2nn(-c3ccccc3)c(=S)s2)c1	14	-1	-1	-5	-3	-5	-4	2	6
CCC(Sc1ccccn1)C(=O)Nc1cccc([N+](=O)[O-])c1 (configuration not stated)	6	1	6	3	2	0	-4	3	7
CC(=O)Oc1ccc2occ(/C=N/c3cc(=O)[nH]c(=S)[nH]3)c(=O)c2c1	2	5	-7	-1	73*	-2	6	8	12
O=[N+]([O-])c1ccccc1NCCNc1ncc(C(F)(F)F)cc1Cl	3	6	3	6	-7	4	-2	1	5
CC(C)(C)NS(=O)(=O)c1ccc(NC(=O)C2CCCCC2)cc1	-1	3	-5	4	-1	1	0	-1	-4

Compound activity (PubChem BioAssay)
